From PubChem
GalR3 antag = human GalR3 antagonism; O60755; inhibition, % at 3 µM; hit rate 0.44% among 360,000; HEK293 GalR3-CNG cAMP membrane potential fluorescence; galR3 body fused to GalR1 C-terminus;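 active = inhibition above the screen-wide average plus 3 SD, cut at about 13% in these data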;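 also: forskolin and galanin both at EC90 stimulate the cells; cAMP rise reported by CNG channel membrane potential dye signal; 0% = forskolin plus galanin with DMSO and 100% = forskolin alone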
CRFR2-BP antag = blocks CRF-induced signaling of the CRF-BP/CRF-R2 complex | AID 588475 | HEK293 CRF-R2/CRF-BP, CRF-induced calcium fluorescence | inhibition, % at 11.8 µM | hit rate 0.59% among 350,000;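 active = inhibition of the ligand-induced calcium signal above about 50% at the single tested concentration, limit read from the data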
MEKK2mut PB1 HTS = signal of MEK5 binding to mutant human MEKK2 PB1 domain; bead flow cytometry, Alexa488-MEK5 binding to MEKK2 mutant; percent response, % at 10 µM; hit rate 0.35% among 290,000; AID 1530; in the data active = percent response above about 24%, passing the limit was not always enough; also: inactives centre near 1; some results filed as inactive read as strong as hits
MEKK3 PB1 HTS = raises or lowers MEK5 binding to the human MEKK3 PB1 domain; bead-based flow cytometry, Alexa488-MEK5 binding to MEKK3; actives lie on both sides; 0 = blocked by unlabeled MEK5, 100 = vehicle; binding response (% of control), % at 10 µM; hit rate 1.4% among 290,000; AID 1529;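 active = binding response more than 3 SD above or below the average of its plate-row segment, actives on both sides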;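 also: Alexa488 bead fluorescence after subtracting the streptavidin-only scavenger bead signal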
Target sequence (Q99759 whole entry, looked up, the tested form may be a part): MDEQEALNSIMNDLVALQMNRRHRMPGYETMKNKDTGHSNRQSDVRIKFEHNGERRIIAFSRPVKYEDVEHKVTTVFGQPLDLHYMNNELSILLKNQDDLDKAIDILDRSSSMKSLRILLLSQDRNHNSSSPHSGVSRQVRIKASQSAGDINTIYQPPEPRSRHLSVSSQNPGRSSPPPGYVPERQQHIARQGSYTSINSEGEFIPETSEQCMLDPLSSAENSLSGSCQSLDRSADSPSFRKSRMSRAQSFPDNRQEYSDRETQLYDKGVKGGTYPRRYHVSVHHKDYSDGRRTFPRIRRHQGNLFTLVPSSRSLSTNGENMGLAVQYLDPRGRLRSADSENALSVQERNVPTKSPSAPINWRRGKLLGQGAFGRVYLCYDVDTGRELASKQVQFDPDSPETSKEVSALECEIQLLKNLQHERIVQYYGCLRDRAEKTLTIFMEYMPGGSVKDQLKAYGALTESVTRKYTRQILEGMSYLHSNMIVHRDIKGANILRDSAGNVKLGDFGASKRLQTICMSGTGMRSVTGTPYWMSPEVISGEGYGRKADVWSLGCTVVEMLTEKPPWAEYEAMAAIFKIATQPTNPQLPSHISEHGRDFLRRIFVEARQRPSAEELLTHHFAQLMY
FID counter = displaces DNA intercalator in HCV helicase counter-screen; DNA fluorescent intercalator displacement, fluorescence; hit rate 0.17% among 290,000; inhibition, % at 7.9 µM; in the data active = inhibition above about 37%;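 also: 0% = vehicle and 100% = reference compound; higher means more ethidium bromide displaced from hairpin DNA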
UBC9 SUMO inh = SUMOylation inhibition; P63279; HTRF SUMOylation assay, SAE1/SAE2 + UBC9, in vitro; inhibition, % at 35 µM; hit rate 0.36% among 290,000; AID 2006; in the data active = inhibition above about 50%, passing the limit was not always enough; also: strong numbers were not always called active
HCV NS3 hel inh = HCV NS3 helicase inhibition; AID 1800; inhibition, % at 10.9 µM; NS3 helicase DNA unwinding, Cy5 molecular beacon fluorescence; hit rate 0.56% among 290,000;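 active = inhibition above the mean of all tested compounds plus 3 SD, set per campaign, cut at about 35% in these data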;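 also: 0% = DMSO wells and 100% = thioflavine S control wells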
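System: Hepatitis C virus NS3 helicase domain fragment enzyme | Reagent: Annealed dual-labelled DNA beacon duplex, ATP-started | Compound dosing: 10.9 µM single point, 0.8% DMSO | Incubation: 1 h reaction at 25 °C, ATP-initiated | Technique: Cy5 fluorescence | Evaluation: Percent inhibition from t60/t0 fluorescence ratio | Benchmarks: Low DMSO, high thioflavine S at 110 µM | Replication: Singlicate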
CRFR2-BP ag = CRF-BP/CRF-R2 complex agonism; AID 588473; HEK293 CRF-R2/CRF-BP, calcium dye fluorescence (FLIPR); percent of saturating CRF peptide response; activation, % at 13.2 µM; hit rate 0.46% among 350,000;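 active = activation of at least 50%, plus an integration ratio under a set limit after plate pattern correction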;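 also: plate controls were neutral control wells without compound for no effect and CRF at EC100 for full effect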
MEKK2 WT-MEK5 = raises or lowers MEK5 binding to wildtype human MEKK2 PB1 domain. Q9Y2U5. bead flow cytometry, Alexa488-MEK5 binding to MEKK2 WT; actives lie on both sides. binding response (% of control), % at 10 µM. hit rate 1.1% among 290,000; in the data active = binding response below about 67% or above about 130%
Active calls of the source: *; . = not tested or not shown. Some of the compounds tested; the hit share may differ from the screen's.

Start of the listing, in advance:
#	Compound	GalR3 antag	CRFR2-BP antag	MEKK2mut PB1 HTS	MEKK3 PB1 HTS	FID counter	UBC9 SUMO inh	HCV NS3 hel inh	CRFR2-BP ag	MEKK2 WT-MEK5
1	Cc1cc(C)c(S(=O)(=O)N2CCOC2CNC(=O)C(=O)NCCCN2CCCC2=O)c(C)c1 (centres undefined)	0	0	6	100	-35	9	2	-1.2	108
2	Cc1ccc(Cl)cc1N1CCN(C2CCCCC2NS(=O)(=O)c2ccccc2)CC1 (centres undefined)	.	-24	-11	97	3	-3	-2	5.3	91
3	O=C(NCc1nnc(SCC(=O)N2CCCc3ccccc32)o1)c1ccco1	-9	-6	-1	119	-6	2	4	1.3	106
4	CC(C)CNC(=O)CCCc1ccccc1	-3	-5	4	98	-6	4	-3	-0.5	100
5	CCC1CCCCN1S(=O)(=O)c1ccc([N+](=O)[O-])cc1 (centres undefined)	2	11	10	108	1	12	3	-4.1	106
6	O=C(Nc1cccc(O)c1)c1ccc(Br)cc1	-6	-3	4	102	3	-12	2	-0.8	104
7	O=S(=O)(Nc1nccs1)c1ccc(F)cc1	-7	-20	1	99	-5	20	-5	2.9	97
8	CC1(C)C(=O)Nc2ccccc2N1C(=O)COC(=O)C1CCCCC1	-4	-4	6	101	-18	-12	3	-1.8	102
9	O=C(NC1CCSC1=O)c1cccc(Cl)c1 (centres undefined)	-2	34	2	106	-1	-4	14	-5.0	103
10	Cc1ccc(N=Cc2c(O)n(-c3nccs3)c(=O)c3ccccc23)cc1	-4	-32	-1	124	5	-7	-9	3.0	99
11	Cc1ccccc1CSc1ccc2nnc(-c3ccccn3)n2n1	-6	-6	-2	97	-21	9	-11	1.5	90
12	N#C/C(=C\c1ccccc1Cl)C(=O)Nc1ccccn1	-10	-15	-2	99	-4	11	11	0.1	104

Main list, from the start:
#	Compound	GalR3 antag	CRFR2-BP antag	MEKK2mut PB1 HTS	MEKK3 PB1 HTS	FID counter	UBC9 SUMO inh	HCV NS3 hel inh	CRFR2-BP ag	MEKK2 WT-MEK5
1	Cc1cc(C)c(S(=O)(=O)N2CCOC2CNC(=O)C(=O)NCCCN2CCCC2=O)c(C)c1 (centres undefined)	0	0	6	100	-35	9	2	-1.2	108
2	Cc1ccc(Cl)cc1N1CCN(C2CCCCC2NS(=O)(=O)c2ccccc2)CC1 (centres undefined)	.	-24	-11	97	3	-3	-2	5.3	91
3	O=C(NCc1nnc(SCC(=O)N2CCCc3ccccc32)o1)c1ccco1	-9	-6	-1	119	-6	2	4	1.3	106
4	CC(C)CNC(=O)CCCc1ccccc1	-3	-5	4	98	-6	4	-3	-0.5	100
5	CCC1CCCCN1S(=O)(=O)c1ccc([N+](=O)[O-])cc1 (centres undefined)	2	11	10	108	1	12	3	-4.1	106
6	O=C(Nc1cccc(O)c1)c1ccc(Br)cc1	-6	-3	4	102	3	-12	2	-0.8	104
7	O=S(=O)(Nc1nccs1)c1ccc(F)cc1	-7	-20	1	99	-5	20	-5	2.9	97
8	CC1(C)C(=O)Nc2ccccc2N1C(=O)COC(=O)C1CCCCC1	-4	-4	6	101	-18	-12	3	-1.8	102
9	O=C(NC1CCSC1=O)c1cccc(Cl)c1 (centres undefined)	-2	34	2	106	-1	-4	14	-5.0	103
10	Cc1ccc(N=Cc2c(O)n(-c3nccs3)c(=O)c3ccccc23)cc1	-4	-32	-1	124	5	-7	-9	3.0	99
11	Cc1ccccc1CSc1ccc2nnc(-c3ccccn3)n2n1	-6	-6	-2	97	-21	9	-11	1.5	90
12	N#C/C(=C\c1ccccc1Cl)C(=O)Nc1ccccn1	-10	-15	-2	99	-4	11	11	0.1	104
13	O=C(Nc1cccc(S(=O)(=O)N2CCCCCC2)c1)c1cc(=O)c2ccccc2o1	-3	-46	-1	101	-8	-10	-1	-2.4	97
14	O=C(Nc1ccc(CN2CCS(=O)(=O)CC2)cc1)c1ccc(Cl)cc1	3	-1	-3	97	-10	2	-7	-1.0	97
15	Cc1sc2nc(C3CC3)nc(N3CCN(C(=O)c4ccc(Cl)cc4)CC3)c2c1C	-10	-20	-4	99	-30	-7	-7	2.7	94

Further structures.
Values run as follows: GalR3 antag | CRFR2-BP antag | MEKK2mut PB1 HTS | MEKK3 PB1 HTS | FID counter | UBC9 SUMO inh | HCV NS3 hel inh | CRFR2-BP ag | MEKK2 WT-MEK5
16. CCCNc1nc(OC(C(F)(F)F)C(F)(F)F)nc(OC(C(F)(F)F)C(F)(F)F)n1
    3 | 22 | -7 | 89 | 4 | -3 | 1 | 3.9 | 79
17. CC(C)C1Nc2ccc(S(N)(=O)=O)cc2C2C=CCC21 (centres undefined)
    -2 | 7 | 2 | 86 | 4 | 2 | -1 | 0.8 | 82
18. CCn1cc(C(=O)NN)c(=O)c2cc(F)c(N3CCCCC3)cc21
    -3 | -8 | 0 | 102 | -12 | 8 | 2 | -6.6 | 100
19. O=C(O)c1ccccc1O
    -2 | 8 | 3 | 83 | -1 | -34 | -1 | -0.8 | 100
20. CSc1ccccc1C(=O)Nc1ccc2c(c1)CCC2
    -1 | 2 | 4 | 100 | -14 | 3 | -5 | 0.7 | 102
21. CC(C)CC(=O)/C(=C\c1ccc(Cl)cc1Cl)n1cncn1
    . | -11 | -3 | 92 | -5 | 3 | 8 | 21 | 92
22. COc1ccc2c(c1OC)C(=O)N1c3ccccc3C(=O)N(c3ccccc3F)C21 (centres undefined)
    -3 | 10 | 1 | 100 | -16 | -2 | 0 | 4.8 | 105
23. Cc1nc(/C(=N/O)C(N)=O)cs1
    -6 | 9 | -2 | 96 | -6 | 9 | -5 | 1.6 | 97
24. Cc1ccc2c(c1)nnn2C1CCN(C(=O)c2cccs2)CC1
    -2 | -13 | 2 | 106 | -5 | -11 | 5 | -1.1 | 100
25. OC1CCN(c2ncnc3nc[nH]c23)CC1
    0 | -33 | 12 | 111 | -1 | 10 | 8 | 6.3 | 108

A few values from the list:
Entry for COc1ccc2c(c1OC)C(=O)N1c3ccccc3C(=O)N(c3ccccc3F)C21 (centres undefined) under FID counter: -16
Entry for CCCNc1nc(OC(C(F)(F)F)C(F)(F)F)nc(OC(C(F)(F)F)C(F)(F)F)n1 under CRFR2-BP ag: 3.9
